ER stress rescue: rescue of cells from ER stress-induced death, primary screen, 384-well, CSM14.1, thapsigargin, ATP luminescence (AID 1222). cellular ATP content (survival), % at 20 µM, or EC50 in µM where a hit was titrated. CSM14.1 thapsigargin-induced death rescue, ATP luminescence; higher % means a stronger effect. 190,000 tested, under 10 active;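 active = EC50 below 50 µM in the dose-response confirmation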;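 also: death triggered by thapsigargin at about 15 µM added after 2 h compound pretreatment; cell ATP read after overnight thapsigargin exposure of roughly 18 to 22 hours; normalized against plate controls of thapsigargin alone and 5% DMSO vehicle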
GPR55 activation: GPR55 agonists via beta-arrestin recruitment, primary screen, imaging, U2OS cells, beta-arrestin-GFP redistribution (AID 1961). activation, % at 10 µM; hits with a dose series show EC50 in µM. U2OS GPR55 beta-arrestin-GFP redistribution imaging; higher % means a stronger effect. 0.048% of 290,000 active;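 active = activation above 40% with more than 50 cells counted in the well; inconclusive = wells holding fewer than 50 cells, flagged as toxic or sparse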;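 also: U2OS osteosarcoma cells stably expressing GPR55 and beta-arrestin-GFP; plate controls were DMSO negative control for no effect and LPI positive control for full effect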
NTR1 ag: agonists of NTR1, primary screen, imaging, U2OS cells, beta-arrestin-GFP, high content (AID 493036) | 0.17% of 330,000 active | P30989 | activation, % at 20 µM | NTR1-U2OS beta-arrestin-GFP spot imaging, agonist mode;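 active = activation at or above 40% of the spot to cytoplasm intensity ratio, with at least 20 cells analyzed; inconclusive = wells under 20 cells, flagged as cytotoxic or low count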;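 also: 0% = DMSO without peptide and 100% = 100 nM NTR1 peptide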
Target sequence (P30989 whole entry, looked up): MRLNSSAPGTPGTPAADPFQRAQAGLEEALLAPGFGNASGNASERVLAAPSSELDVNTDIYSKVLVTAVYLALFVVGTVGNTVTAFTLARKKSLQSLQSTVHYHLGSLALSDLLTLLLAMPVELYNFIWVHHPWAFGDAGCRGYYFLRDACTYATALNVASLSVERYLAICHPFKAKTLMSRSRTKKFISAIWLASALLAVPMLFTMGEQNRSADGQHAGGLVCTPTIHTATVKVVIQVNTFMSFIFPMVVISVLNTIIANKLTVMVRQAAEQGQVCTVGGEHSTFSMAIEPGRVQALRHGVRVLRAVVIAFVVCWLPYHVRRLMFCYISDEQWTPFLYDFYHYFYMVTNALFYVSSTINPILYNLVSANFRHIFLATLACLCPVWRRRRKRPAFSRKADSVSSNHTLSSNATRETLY
HEK293 NOD2/NF-kB: NOD2 signaling inhibitors, cell-based, luminescence, uHTS, HEK293 (AID 1566). HEK293 NOD2/NF-kB luciferase reporter, luminescence; higher % means a stronger effect. one-dose inhibition, % at 4 µM; EC50 in µM for titrated hits. 0.63% of 290,000 active; also: many of its hits are not listed in these tables
KOR beta-arrestin-1: kappa opioid receptor blockers – cell-based, luminescence, uHTS (AID 1778); 0.091% of 290,000 active; KOR beta-arrestin recruitment, luminescence, antagonist mode; higher % means a stronger effect; inhibition, % at 10 µM; hits with a dose series show IC50 in µM; also: strong numbers were not always called active
Yfh1-depleted yeast: enhancers of respiration in Yfh1-depleted yeast, dose response, Friedreich's ataxia, plus single-dose screen (AID 1465) | 0.074% of 220,000 active | one-dose fold induction at 50 µM; EC50 in µM for titrated hits | S. cerevisiae Yfh1-off respiration, WST-1 reduction, 72 h; higher fold induction means a stronger effect;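 active = fold induction of absorbance versus untreated yeast above a set limit, then at least 30% activation at any dose in follow-up; inconclusive = repeats straddling the limit, or above it without dose testing; inactive = fold induction below the set limit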;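 also: activators that raise dye reduction in frataxin-depleted yeast; strong numbers were not always called active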
TNAP activators: human TNAP enzyme activators, primary screen, biochemical, luminescent, no phosphate acceptor, uHTS (AID 1001); purified TNAP, luminescent activation assay, no phosphate acceptor; higher activation fold means a stronger effect; activation fold at 20 µM, or EC50 in µM where a hit was titrated; 0.03% of 200,000 active; in the data active = activation fold from about 3, or a potency from the dose series; inactive = the rest, 99 in 100 with activation fold below about 1.6; also: many of its hits are not listed in these tables
KOR beta-arrestin-2: kappa opioid receptor activators – cell-based, luminescence, uHTS, primary screen (AID 1777); KOR beta-arrestin recruitment, luminescence; higher % means a stronger effect; activation, % at 10 µM; hits with a dose series show EC50 in µM; 0.02% of 280,000 active; in the data active = activation above about 50%, passing the limit was not always enough; also: a part of the inactive calls stands beside numbers as strong as those of hits
NOD1 inhibition: NOD1 signaling inhibitors, primary screen, cell-based, luminescence, uHTS (AID 1578); NOD1-driven NF-kB luciferase reporter cells, luminescence; higher % means a stronger effect; inhibition, % at 4 µM; hits with a dose series show EC50 in µM; 1% of 290,000 active; in the data active = inhibition mostly above about 36%, no sharp cut-off; inactive = mostly below about 34%;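 also: HEK-293T reporter cells stimulated with the NOD1 agonist gamma-tri-DAP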
NTR1 ag cell count 20 µM: second read-out of NTR1 ag, no call of its own (marks repeat the call); cell count; measured here: cell count, cytotoxicity flag
* hit, by the source's call; i = inactive; u = inconclusive; x = no result given; [ ] = remark or other dose. Rule as the data show it, unless noted: active = inhibition above about 50%; inactive = the rest.

#	SMILES	ER stress rescue	GPR55 activation	NTR1 ag	NTR1 ag cell count 20 µM	HEK293 NOD2/NF-kB
1	Cc1ccc(OCCn2ccnc2)c(C)c1	x	-0.1%	-1.5	66	-1%
2	NC(=O)C1CCN(C(=O)CSc2ccccn2)CC1	-2.5%	-0.1%	0.5	42	2%
3	O=C(CCNS(=O)(=O)c1ccccc1C(F)(F)F)NCCCSc1ccccc1	x	-0.1%	1.8	65	-8%
4	CCOc1ccc(NC(=O)CCCn2c(=S)[nH]c3ccsc3c2=O)cc1	1.6%	-0.1%	0.6	53	14%
5	Cc1ccc(CN2C(=O)CCC2C(=O)NCCCN2CCOCC2)cc1 (stereo not drawn)	4.0%	0.6%	-0.1	48	-1%
6	COc1cccc(CNC(=O)CN2C(=O)CSc3ccc(S(=O)(=O)N4CCCC4)cc32)c1	-13%	1.5%	-0.7	53	7%
7	CCc1cccc(NC(=O)c2ccc(Br)o2)c1	4.8%	-0.1%	-1.5	51	-35%
8	CCn1c(=O)cc(SCC(=O)N2CCN(C)CC2)c2ccccc21	-0.1%	-0.1%	1.0	98	5%
9	CCN1CCN(C(c2ccc(C(F)(F)F)cc2)c2ccc3cccnc3c2O)CC1 (stereo not drawn)	x	0.0%	10	91	29%
10	Cc1cc(C)cc(NC(=O)COc2ccc(C(=S)N3CCOCC3)cc2)c1	-0.8%	-0.4%	1.9	33	18%

#	KOR beta-arrestin-1	Yfh1-depleted yeast	TNAP activators	KOR beta-arrestin-2	NOD1 inhibition
1	3%	x	x	-7.0%	-20%
2	-34%	i	1.1	6.4%	-13%
3	-15%	x	x	2.1%	-24%
4	15%	i	1.1	-5.5%	-28%
5	12%	i	1.1	9.7%	1%
6	0%	i	1.1	1.0%	-27%
7	17%	x	1	-2.3%	-30%
8	12%	i	1	-2.6%	-30%
9	12%	x	x	-12%	0%
10	-8%	i	1.2	-2.3%	-14%

Next section.
#	SMILES	ER stress rescue	GPR55 activation	NTR1 ag	NTR1 ag cell count 20 µM	HEK293 NOD2/NF-kB
11	Cc1ccccc1NC(=O)/C=C1\SC(=O)NC1=O	3.0%	0.2%	2.3	34	1%
12	Cc1nnsc1C(=O)N1CCN(c2cc(C(F)(F)F)ccn2)CC1	x	-0.2%	1.9	57	2%
13	CCOC(=O)[C@@H]1C(c2c(OC)cc(OC)cc2OC)=NO[C@@H]1C(=O)OCC	-0.9%	0.3%	0.7	75	4%
14	O=C(O)c1ccc(OCC(O)Cn2c3ccccc3c3ccccc32)cc1 (stereo not drawn)	x	0.3%	2.0	60	8%
15	COc1cccc(CNS(=O)(=O)/C=C/c2ccc3c(c2)OCO3)c1	-2.4%	0.3%	0.3	80	12%
16	Cc1ccc(C)c(Nc2cc(C)nc(-c3ccccc3O)n2)c1	x	-0.2%	6.5	44	-32%
17	CCOC(=O)c1ccc[n+](CC(=O)Nc2ccccc2OC(F)F)c1	-0.4%	-0.7%	1.2	57	23%
18	CC(Oc1ccc([N+](=O)[O-])cc1Cl)C(=O)Nc1ccc(C(N)=O)cc1 (stereo not drawn)	-0.4%	-0.1%	0.4	93	7%
19	Cc1ccc(C)c(OCCSc2nnc(C)c(=O)[nH]2)c1	3.0%	-0.4%	1.0	31	8%
20	COc1cc(/C=C2\C(=O)N(CCC#N)N=C2C)c(Br)cc1OC(C)C	-0.6%	0.1%	30	66	8%

#	KOR beta-arrestin-1	Yfh1-depleted yeast	TNAP activators	KOR beta-arrestin-2	NOD1 inhibition
11	14%	i	1	-3.1%	-7%
12	14%	i	x	-4.2%	-1%
13	-53%	i	1.1	2.5%	-24%
14	-19%	i	x	-2.3%	-3%
15	-8%	i	1.1	-3.5%	-16%
16	-4%	x	x	-1.6%	-7%
17	19%	i	1	-1.0%	-30%
18	-64%[20 µM]	i	1.1	-1.0%	-6%
19	30%	i	1.1	0.1%	-23%
20	-17%	i	1.1	5.0%	-2%

(next part)
#	SMILES	ER stress rescue	GPR55 activation	NTR1 ag	NTR1 ag cell count 20 µM	HEK293 NOD2/NF-kB
21	Cc1cc(=O)oc2cc(NC(=O)CC3(CC(=O)O)CCCC3)ccc12	x	-0.2%	0.4	55	11%
22	CN(C)C(=O)C1C2NC(=S)N(c3ccc(Cl)cc3)C1(C)Oc1ccc(Cl)cc12 (stereo not drawn)	-0.4%	-0.3%	-0.5	56	-8%
23	COc1cccc(CN2CCN(C(=O)c3cccc4ccccc34)CC2)c1	x	0.4%	1.3	70	-10%
24	O=C(Nc1ccc(F)cc1)Nn1cnnc1	x	0.3%	0.5	101	4%
25	CCN(CC)c1ccc(/C=N/Nc2nc3ccccc3[nH]2)c(O)c1	-5.7%	-0.1%	1.6	50	-64%
26	COc1ccc(N2C(=O)CC(NCc3ccc(F)cc3)C2=O)cc1 (stereo not drawn)	-2.6%	-0.3%	0.4	30	13%
27	O=C(NC1=NCCS1)C1CCCCC1	x	0.9%	-1.0	52	4%
28	Cn1c(SCC(=O)Nc2cc(S(=O)(=O)N3CCOCC3)ccc2N2CCOCC2)nnc1-c1ccncc1	0.7%	0.7%	-0.7	34	4%
29	CC1(C)CC(=O)C(C=NCCO)=C(O)C1	-1.3%	0.1%	2.0	47	-4%
30	Cc1ccc(S(=O)(=O)Nc2ccc(C(=O)N3CCOCC3)cc2)cc1	x	-0.2%	-0.2	51	23%

#	KOR beta-arrestin-1	Yfh1-depleted yeast	TNAP activators	KOR beta-arrestin-2	NOD1 inhibition
21	15%	i	x	3.0%	-2%
22	-13%	i	1.1	3.7%	7%
23	-48%[20 µM]	x	x	3.9%	-22%
24	35%	x	x	-2.3%	-5%
25	-7%	u	1.1	-3.6%	12%
26	-18%	i	1.1	-6.6%	-3%
27	19%	i	1.2	-3.6%	-28%
28	-9%	i	1	-5.0%	-25%
29	-1%	i	1.1	-0.8%	0%
30	-14%	x	x	-2.1%	6%

New compounds follow
#	SMILES	ER stress rescue	GPR55 activation	NTR1 ag	NTR1 ag cell count 20 µM	HEK293 NOD2/NF-kB
31	Cc1cccc(-n2cccc2)c1C#N	-1.7%	-0.1%	0.8	67	22%
32	O=C(/C=C/c1ccccc1)OCc1cncs1	0.5%	0.2%	-0.2	31	-38%
33	Cc1ccc(OCC(=O)NNC(=O)[C@@H]2CCCC[C@@H]2C(=O)O)c(Br)c1	x	-0.1%	-0.6	54	0%
34	Cc1ccc2c(c1)N(C(=O)CCC(=O)N1CCN(c3ccccn3)CC1)CCO2	x	0.0%	0.0	96	-6%
35	CSCCC1NC2(C(=O)Nc3c2ccc(Cl)c3C)[C@@H]2C(=O)N(C3CCCC3)C(=O)[C@H]12 (stereo partly drawn)	-3.7%	-0.1%	13	71	6%
36	O=S(=O)(c1cc(Cl)ccc1Cl)n1cccn1	-1.0%	0.2%	0.4	45	6%
37	O=S1(=O)N=C(Nc2ccc(N3CCOCC3)cc2)c2ccccc21	-2.2%	0.3%	-0.8	83	9%
38	Nc1nnc(SCC(=O)OCC(=O)NC2CCCCC2)s1	-0.4%	0.2%	0.5	36	4%
39	O=C(CCN1CCc2ccccc2C1)Nc1ccccc1	-0.4%	-0.3%	-1.2	81	2%
40	O=C(NCC(c1ccco1)N1CCCCC1)c1ccc2c(c1)S(=O)(=O)c1ccccc1C2=O (stereo not drawn)	1.0%	0.1%	5.3	48	0%

#	KOR beta-arrestin-1	Yfh1-depleted yeast	TNAP activators	KOR beta-arrestin-2	NOD1 inhibition
31	-1%	i	1	-3.5%	x
32	-18%[20 µM]	i	1.1	-0.1%	-41%
33	-20%	x	x	2.6%	-26%
34	-24%[20 µM]	x	x	-0.6%	-6%
35	-38%	i	1	x	-7%
36	-15%	i	1.1	-2.6%	-16%
37	22%	i	1.1	-2.3%	-22%
38	-16%	i	1.1	3.2%	-28%
39	4%	i	1.1	-5.2%	16%
40	-1%	i	1	1.8%	-13%

Additional results.
#	SMILES	ER stress rescue	GPR55 activation	NTR1 ag	NTR1 ag cell count 20 µM	HEK293 NOD2/NF-kB
41	Cn1nccc1NC(=O)Nc1ccc(OC(F)(F)F)cc1	x	0.3%	-0.8	28	7%
42	Cc1ccc(-n2cnc3scc(-c4cccs4)c3c2=O)cc1	1.4%	-0.2%	1.1	37	20%
43	CCOC(=O)c1cnn(-c2nc3sc4c(c3c(=O)[nH]2)CCCC4)c1N	0.5%	-0.2%	x	x	-48%
44	Cc1ccc(C(=O)N/N=C/c2ccoc2)cc1C	x	-0.1%	1.7	54	0%
45	CCC/S(C)=N/S(=O)(=O)c1ccc(C)cc1 (stereo not drawn)	-0.8%	-0.4%	0.3	45	17%

#	KOR beta-arrestin-1	Yfh1-depleted yeast	TNAP activators	KOR beta-arrestin-2	NOD1 inhibition
41	9%	i	x	1.3%	-5%
42	-27%	i	1.1	5.8%	9%
43	75%*	x	1.1	-4.5%	64%*
44	-22%	x	x	1.7%	12%
45	19%	i	1	5.3%	-6%

Structures above containing fluorine, in the order listed:
#	SMILES	ER stress rescue	GPR55 activation	NTR1 ag	NTR1 ag cell count 20 µM	HEK293 NOD2/NF-kB
3	O=C(CCNS(=O)(=O)c1ccccc1C(F)(F)F)NCCCSc1ccccc1	x	-0.1%	1.8	65	-8%
9	CCN1CCN(C(c2ccc(C(F)(F)F)cc2)c2ccc3cccnc3c2O)CC1 (stereo not drawn)	x	0.0%	10	91	29%
12	Cc1nnsc1C(=O)N1CCN(c2cc(C(F)(F)F)ccn2)CC1	x	-0.2%	1.9	57	2%
17	CCOC(=O)c1ccc[n+](CC(=O)Nc2ccccc2OC(F)F)c1	-0.4%	-0.7%	1.2	57	23%
24	O=C(Nc1ccc(F)cc1)Nn1cnnc1	x	0.3%	0.5	101	4%
26	COc1ccc(N2C(=O)CC(NCc3ccc(F)cc3)C2=O)cc1 (stereo not drawn)	-2.6%	-0.3%	0.4	30	13%
41	Cn1nccc1NC(=O)Nc1ccc(OC(F)(F)F)cc1	x	0.3%	-0.8	28	7%

#	KOR beta-arrestin-1	Yfh1-depleted yeast	TNAP activators	KOR beta-arrestin-2	NOD1 inhibition
3	-15%	x	x	2.1%	-24%
9	12%	x	x	-12%	0%
12	14%	i	x	-4.2%	-1%
17	19%	i	1	-1.0%	-30%
24	35%	x	x	-2.3%	-5%
26	-18%	i	1.1	-6.6%	-3%
41	9%	i	x	1.3%	-5%

An excerpt (hit frequency here may not be typical).
